Statin myotox sup: suppressors of statin myotoxicity in C2C12 myotubes, primary screen, cell-based, single point, plate reader; C2C12 myotubes + simvastatin, ATP luminescence, 48 h; scaled: DMSO 0, geranylgeraniol control 100; rescue of ATP level, % at 7.49 µM; 330,000 compounds, 0.78% hits; AID 602340, 2012;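 active = mean ATP rescue above about 67%, or every replicate alone reaching that limit, limit read from the data, passing the limit was not always enough; inconclusive = no clear call, values can overlap the other calls; inactive = mean under the limit and some replicate under it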;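 also: myotubes were challenged with 10 µM simvastatin during compound exposure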
LGR2 antag: inhibitors of bursicon-induced LGR2 CRE-luciferase signal, primary screen, cell-based, HEK293, CRE-luciferase reporter, bursicon stimulation; inhibition, % at 9.99 µM; 380,000 compounds, 0.35% hits; bursicon-stimulated, 4 h;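 active = drop in luminescence signal, shown as inhibition above about 50% in the replicate tests, limit read from the data, passing the limit was not always enough; inconclusive = probably only some replicates passing the limit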;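 also: agonist challenge used bursicon conditioned medium at about half maximal strength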
Cneo AK release: Cryptococcus neoformans cell lysis inducers, primary screen, AK release luminescence, single concentration; C. neoformans lysis, adenylate kinase release luminescence, 4 h; normalised: neutral wells 0, clomiphene wells 100; 360,000 compounds, 0.2% hits; lysis activity, % at 15 µM;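 active = mean lysis activity across replicates of at least 80%, whatever share of replicates individually reach that level; inactive = mean lysis activity below 80%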
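Signal: Adenylate kinase release luminescence | Assay system: Log-phase Cryptococcus neoformans yeast cells | Input: Cells at 5 × 10^6 per mL | Buffer or medium: Fresh YPD growth medium | Compound: Single dose | Schedule: Static 4 h at 37 °C with compound, 1 h detection | Controls: Clomiphene | Read-out: Luminescence rise reflecting yeast cell lysis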
PAX8 inh HTS: inhibitors of PAX8-driven TPO luciferase reporter, primary screen, RMG-I cells, single concentration; SteadyGlo, 24 h; inhibition, % at 12.6 µM; 360,000 compounds, 1.2% hits; AID 652154, 2013;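 active = mean replicate inhibition at least 60% with every replicate also reaching 60%; inconclusive = only one of the two criteria is met; inactive = mean below 60% and not all replicates reaching 60%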;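 also: luciferase light reporting Pax8 driven TPO promoter activity; plate controls were median of neutral control wells for no effect and mitoxantrone controls for full effect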
PGC1a acetyl inh: inhibitors of PGC1a acetylation signal, primary screen, cell-based, U2OS, AlphaScreen, inhibitor mode; 350,000 compounds, 0.17% hits; inhibition, % at 15.6 µM; AlphaScreen anti-acetyl-lysine; with virally co-expressed GCN5 acetyltransferase;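 active = every replicate shows inhibition of at least 40%; inconclusive = mean inhibition at least 40% but some replicate below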;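 also: 0% = neutral control wells and 100% = positive control wells; some results beyond the cut were filed as inactive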
ARNT-TACC3 inh: disruptors of ARNT/TACC3 protein interaction, primary screen, biochemical, AlphaScreen, single concentration; 390,000 compounds, 0.66% hits; inhibition, % at 9.99 µM; AlphaScreen His-ARNT PAS-B/GST-TACC3 binding, luminescence; TACC3 fragment carries E629A point mutation;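 active = mean inhibition of replicates at least 50% and at least half of replicates each reaching 50%; inconclusive = half or more replicates reach 50% but mean below 50%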;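 also: 0% = complete ARNT plus TACC3 wells and 100% = ARNT alone without TACC3; many hits fall short of the cut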
INS-1E GSIS act: GLuc luminescence reporter in INS-1E cells, primary screen for activators of glucose-dependent secretion of insulin; INS-1E GLuc reporter insulin secretion, 2-3 h; activation, % at 16.6 µM; 370,000 compounds, 0.61% hits;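 active = lowest replicate activation of at least 40%, so every replicate reaches that level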;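 also: 0% = median of neutral control wells and 100% = median of IBMX positive control wells; some compounds called inactive have numbers as strong as hits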
PglD DTNB: C. jejuni PglD acetyltransferase inhibitors, primary screen, biochemical, DTNB colorimetric, single point; purified PglD enzyme, DTNB colorimetric CoA detection; inhibition, % at 12.5 µM; 360,000 compounds, 0.098% hits; AID 602405, 2012; in the data active = inhibition above about 16%, passing the limit was not always enough; inconclusive = no clear call, values can overlap the other calls; also: strong numbers were not always called active
* = called active by the depositor; ? = inconclusive; . = not tested or not shown.

SMILES	Statin myotox sup	LGR2 antag	Cneo AK release	PAX8 inh HTS	PGC1a acetyl inh	ARNT-TACC3 inh	INS-1E GSIS act	PglD DTNB
O=C(COc1ncnc2cc(Cl)ccc12)c1ccc2c(c1)OCCO2	-1	-38	-1	-113	-3	.	10	8
C[C@H](CO)NC(=O)c1nc[nH]c1C(=O)N[C@H](C)c1ccccc1	8	-4	3	-1	.	.	0	5
NNc1ccc2nncn2n1	-4	9	.	8	14	-13	1	.
Cc1ccc(/C=C/C(=O)O)cc1S(=O)(=O)NCc1cccnc1	-3	7	1	12	-7	-8	14	-10
CS(=O)(=O)N1CCc2nc(-c3ccccc3)sc2C1	2	-68	-1	-192	7	5	31	2
COc1cccc(NC(=O)N(C)C[C@H]2Oc3ncc(C#Cc4cccnc4)cc3C(=O)N([C@@H](C)CO)C[C@@H]2C)c1	23	2	0	-3	7	-6	-2	2
Cc1ccc(NC(=O)CN(C)C(=O)COc2ncnc3ccc(Br)cc23)cc1	0	-2	-1	8	-1	-1	2	-5
CCCn1cnc2c(SCc3ccccc3)nc(N)nc21	12	-88	-9	-98	2	-6	31	1
C[C@@H]1CN([C@@H](C)CO)C(=O)c2cc(NC(=O)CCC(F)(F)F)ccc2O[C@@H](C)CCCCO[C@@H]1CN(C)C(=O)Nc1ccccc1	.	7	50	-29	1	-8	8	-4
O=C(Nc1cccc(S(=O)(=O)Nc2ccccc2Cl)c1)c1ccc(Cl)nc1	32	9	2	41	9	-3	7	7
CN(CC(=O)Nc1ccc(F)c(F)c1F)C(=O)c1cc(-c2ccncc2)nc2ccccc12	7	-4	-3	35	.	1	-34	1
O=C(NCCN1CCCCC1)Nc1ccccc1	1	.	0	.	-3	-2	30	1
COc1ccc(NC(=O)Nc2ccc3c(c2)C(=O)N([C@@H](C)CO)C[C@@H](C)[C@H](CN(C)C(=O)NC2CCCCC2)O3)cc1	19	-9	2	-16	5	.	3	-3
CCNC(=O)CCSc1nnc(-c2ccncc2)o1	.	1	.	2	.	6	1	.
CC1C(=O)C(C)C(c2cccc(Br)c2)NC1c1cccc(Br)c1 (stereo not given)	-20	-8	5	3	.	-10	-3	-2
O=C(NCCNc1ccc([N+](=O)[O-])cc1)c1cccs1	-15	7	-2	-9	-1	7	8	-8
CCN(CC)c1ccc(NC(=O)c2ccc3c(c2)OCO3)cc1	-38	-77	-3	-62	.	25	-4	-2
CCOC(=O)C1=C(C)Nc2ccccc2N=C1NC(=O)c1ccc(Cl)c(S(=O)(=O)N2CCCC2)c1	.	?	.	10	-6	3	-10	.
Cn1c(=O)c2[nH]c(N3CCN(c4ccccc4)CC3)nc2n(C)c1=O	-22	27	1	7	-6	-5	-9	2
Cc1csc(NC(=O)CCC(=O)N(CC(=O)NC2CCCC2)c2ccccc2)n1	3	9	2	15	-13	.	7	2
CCC1(C)OC(=O)NN(c2ccc(C)cc2)C1(C)O (stereo not given)	.	16	.	2	.	-3	12	.
O=C(Nc1ccccc1)C1CC(=O)n2c(nc3ccccc32)N1 (stereo not given)	.	-2	.	-5	6	5	12	.
CC1=C(C(=O)OC2CCCCC2)C(c2cccnc2)n2nnnc2N1 (stereo not given)	.	-14	1	-2	9	-2	7	0
Cc1[nH]c2ccccc2c1C(=O)C(=O)N1CCN(c2cccc(Cl)c2)CC1	-21	-36	-2	22	.	-2	-30	3
O=C(Oc1ccc([N+](=O)[O-])cc1)c1cc(-c2ccccc2)nc2ccccc12	-6	15	-1	.	13	3	-15	.
COc1cc(C(c2nnnn2C2CCCC2)N2CCN(C(=O)c3ccco3)CC2)cc(OC)c1OC (stereo not given)	1	13	0	8	6	-1	11	-1
Cc1ccc(SCc2[nH]nc3c2C2(CCSCC2)C(C#N)=C(N)O3)cc1	3	9	.	.	.	12	-20	.
CC1=NN(c2ccccc2)C(=O)/C1=C/C=C/C=C/N(C)C	.	21	.	19	8	9	-18	.
CCOC(=O)N1CCN(c2c(-c3ccc(C(C)C)cc3)c(=O)c2=O)CC1	0	.	-11	.	4	11	.	-4
O=C(COC(=O)c1cc(Br)ccc1O)NNC(=O)c1ccc(Cl)cc1	7	6	2	7	.	-2	-27	1
Cc1nn(-c2ccccc2)c2c1C(c1ccco1)C(C#N)=C(N)O2 (stereo not given)	2	.	-2	.	2	3	.	0
CCCC(=O)Nc1nn(CC(C)C)c2nc3cc(C)ccc3cc12	2	-20	-1	-9	4	-8	10	-3
CCOC(=O)c1ccc(NC(=O)CN2CCN(C(=O)c3ccco3)CC2)cc1	2	-20	0	3	.	.	-4	0
COc1ccc(-n2c(SCC(=O)N3CCCCC3)nc3ccccc3c2=O)cc1	8	1	2	2	.	-1	0	0
CCn1c(C2CC(=O)N(c3cc(C)cc(C)c3)C2)nc2ccccc21 (stereo not given)	-14	-1	1	22	4	-4	2	0
CC(C)NC(=O)Nc1ccc2c(c1)C(=O)N([C@@H](C)CO)C[C@H](C)[C@@H](CN(C)C(=O)Nc1ccc(C(F)(F)F)cc1)O2	-14	-7	0	9	6	0	0	-5
COc1ccc(OC)c(S(=O)(=O)Nc2cccc(C(C)=O)c2)c1	-4	.	4	.	-10	-10	.	-4
CCCN(C)C[C@H]1OCCCC[C@H](C)Oc2ccc(N(C)C)cc2C(=O)N([C@@H](C)CO)C[C@H]1C	-20	8	2	43	4	1	4	-2
CC(=O)NC(CC(=O)Oc1ccc(C)cc1Br)c1ccccc1 (stereo not given)	-22	-6	2	6	4	-9	-16	0
COc1ccc(-c2cc(C(=O)N/N=C/c3cc(OC)c(OC)cc3OC)c3ccccc3n2)cc1	.	-19	-1	-17	45*	.	-1	-7
O=C([C@@H]1N[C@@H]2c3ccc(C4=CCCCC4)c(=O)n3C[C@@H]2[C@H]1CO)N1CCC(Cc2ccccc2)CC1	1	-28	0	.	.	6	-2	2
CC(C)NC(=O)N(C)C[C@@H]1OCCCC[C@H](C)Oc2ccc(NC(=O)c3ccccc3)cc2C(=O)N([C@H](C)CO)C[C@@H]1C	.	-26	.	-6	-2	.	7	5
O=P(c1ccccc1)(c1ccccc1)C1CCCO1 (stereo not given)	-4	.	-4	9	-7	.	.	2
O=C(c1ncn2c1c(=O)[nH]c1ccccc12)N1CCc2ccccc2C1	-6	21	0	5	.	.	-17	-10
COc1ccc(COC(=O)C2=C(C)NC(=O)NC2c2ccc(O)c(OC)c2)cc1 (stereo not given)	3	3	-5	.	0	8	1	3
CCN(CC)c1ccc(C(=O)OCC(=O)Nc2ccccc2-c2ccccc2)cc1	1	7	0	32	-12	-14	-4	-3
Cc1ccc(S(=O)(=O)N2CCCCC2)cc1NC(=O)c1ccc(=O)[nH]c1	8	-3	0	4	25	.	5	4
CN(C)C(CNC(=O)c1cccnc1Sc1ccccc1)c1ccco1 (stereo not given)	8	.	1	-3	-9	1	.	6
CCOC(=O)C(C)Sc1nnc(-c2ccccc2O)n1Cc1ccccc1 (stereo not given)	15	.	-1	-6	-16	-9	.	4
CCOc1ccccc1NC(=O)n1ncc2c(C)cccc21	2	-15	1	-26	-2	-3	3	3
COc1ccc(CN2C[C@H](O)COC[C@@H]3O[C@@H](CC(=O)N4CCc5ccccc5C4)CC[C@H]32)cc1	24	2	2	27	-5	2	-4	-1
CC(=O)Nc1nc(N2C(=O)c3ccccc3C2=O)n(-c2ccccc2)n1	.	.	8	6	.	.	1	-3
CCC(C)NC(=O)C1CCN(S(=O)(=O)c2cccc3nonc23)CC1 (stereo not given)	13	7	3	7	6	-12	6	5
COc1ccc(N/C=C(\C#N)c2nc3ccccc3n2C)c(OC)c1	-16	.	-4	.	8	4	.	-3
COc1ccccc1C(=O)Nc1ccc2c(c1)C(=O)NC2=O	.	-35	-1	6	-1	-6	5	1
CC(=O)c1ccc(OCc2cc(C(=O)N3CCOCC3)no2)cc1	23	-52	2	-178	-4	-63	8	5
O=C1c2ccccc2NC(c2ccccc2O)N1O (stereo not given)	0	0	0	4	6	3	-3	3
CCc1nc2ccccc2c(C(=O)NCc2ccccc2)c1C	.	0	.	8	.	4	-13	.
CC(=O)Nc1c(-c2cc(=O)oc3cc(C)ccc23)oc2ccccc12	3	20	0	17	8	-9	5	3
Cc1ccccc1NC(=O)Cn1c(C)nc2ccc(NC(=O)C3CC3)cc2c1=O	-4	-10	0	.	.	-5	14	-3
CC1CCCC(C)N1Cc1cn2ccccc2n1 (stereo not given)	.	0	.	.	9	1	6	.
CCOc1ccc(-c2noc(CCC(=O)NCCc3ccccc3)n2)cc1OC	-8	6	-1	-32	1	-2	2	2

Profiles, looked up by structure. Screens in order: Statin myotox sup	LGR2 antag	Cneo AK release	PAX8 inh HTS	PGC1a acetyl inh	ARNT-TACC3 inh	INS-1E GSIS act	PglD DTNB
COc1ccc(COC(=O)C2=C(C)NC(=O)NC2c2ccc(O)c(OC)c2)cc1 (stereo not given) in the list: 3	3	-5	.	0	8	1	3
CCOc1ccc(-c2noc(CCC(=O)NCCc3ccccc3)n2)cc1OC in the list: -8	6	-1	-32	1	-2	2	2

Gathered by group: the entries above with an aryl methoxy group.
SMILES	Statin myotox sup	LGR2 antag	Cneo AK release	PAX8 inh HTS	PGC1a acetyl inh	ARNT-TACC3 inh	INS-1E GSIS act	PglD DTNB
COc1cccc(NC(=O)N(C)C[C@H]2Oc3ncc(C#Cc4cccnc4)cc3C(=O)N([C@@H](C)CO)C[C@@H]2C)c1	23	2	0	-3	7	-6	-2	2
COc1ccc(NC(=O)Nc2ccc3c(c2)C(=O)N([C@@H](C)CO)C[C@@H](C)[C@H](CN(C)C(=O)NC2CCCCC2)O3)cc1	19	-9	2	-16	5	.	3	-3
COc1cc(C(c2nnnn2C2CCCC2)N2CCN(C(=O)c3ccco3)CC2)cc(OC)c1OC (stereo not given)	1	13	0	8	6	-1	11	-1
COc1ccc(-n2c(SCC(=O)N3CCCCC3)nc3ccccc3c2=O)cc1	8	1	2	2	.	-1	0	0
COc1ccc(OC)c(S(=O)(=O)Nc2cccc(C(C)=O)c2)c1	-4	.	4	.	-10	-10	.	-4
COc1ccc(-c2cc(C(=O)N/N=C/c3cc(OC)c(OC)cc3OC)c3ccccc3n2)cc1	.	-19	-1	-17	45*	.	-1	-7
COc1ccc(COC(=O)C2=C(C)NC(=O)NC2c2ccc(O)c(OC)c2)cc1 (stereo not given)	3	3	-5	.	0	8	1	3
COc1ccc(CN2C[C@H](O)COC[C@@H]3O[C@@H](CC(=O)N4CCc5ccccc5C4)CC[C@H]32)cc1	24	2	2	27	-5	2	-4	-1
COc1ccc(N/C=C(\C#N)c2nc3ccccc3n2C)c(OC)c1	-16	.	-4	.	8	4	.	-3
COc1ccccc1C(=O)Nc1ccc2c(c1)C(=O)NC2=O	.	-35	-1	6	-1	-6	5	1
CCOc1ccc(-c2noc(CCC(=O)NCCc3ccccc3)n2)cc1OC	-8	6	-1	-32	1	-2	2	2

Screening data as filed in PubChem BioAssay.
